Screens (PubChem BioAssay)
AT treatment = qHTS Assay for Identifying a Potential Treatment of Ataxia-Telangiectasia. […] A-T fibroblasts, KAP-1 phosphorylation AlphaLISA; neocarzinostatin DNA damage 30 min before lysis. Potency, µM (highest dose often 57.5 µM), for the others: top-dose activation, hits mostly activators. 320,000 tested, 0.19% active. AID 485349, 2010; further: potency means the concentration at half of the fitted maximal effect; % of control where 0% means no effect; nearly all actives have a fitted effect of over 45% in size
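hTERT-immortalized A-T patient fibroblasts ([…]), 500 cells/well in OPTI-MEM, 1% FBS, got compounds for 60 min, then NCS for 30 min at 37C. Lysates were then assayed for phospho-KAP-1 by AlphaLISA (anti-pKAP1 donor, anti-KAP1 acceptor beads), 6 hr at 25C.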
TCR activator = Activators of T cell receptors: qHTS campaign. Potency, µM (top dose mostly 9.22 µM), for inactives: at the highest dose activation of IL-2 secretion, actives largely listed as activators. 330,000 tested, under 10 active. AID 504894, 2011. primary human leukocytes, anti-CD3, IL-2 HTRF, 48 h; further: % of control where 0% means no effect
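IL-2 produced over 48 hr by a-CD3 bead-stimulated primary human leukocytes exposed to compounds was detected with a homogeneous time-resolved FRET immunoassay, 665nm acceptor signal after 320nm excitation.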
PTAP TSG101 blk = qHTS Assay for Iinhibitors of HIV-1 Budding by Blocking the Interaction of PTAP/TSG101. 340,000 tested, under 10 active. AID 493005, 2010. Potency, µM (titrated, usually from 115 µM), for inactives: top-dose activity change, negative = inhibition, usual class: inhibitors. Fluorescence polarization, FITC-PTAP peptide / Tsg101 binding; active means well fitted inhibition curve with a large enough effect in the main read-out, with a control signal flat, not every such curve was filed as active; inconclusive means small, poorly fitted or top-dose-only effect, or effect the other way, or a change in a side signal; inactive means no such curve, though single readings can be large or run the other way; further: potency means the concentration at half of the fitted maximal effect; % of control where 0% means no effect
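Steps: Tsg101 binding domain dispensed (10 uM final), compounds pinned in DMSO, FITC-labeled PTAP-motif peptide added (50 nM final); after 20 min binding at room temperature, polarization measured.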
a7 integrin act = qHTS for Activators of Integrin-Mediated Alleviation for Muscular Dystrophy. 350,000 tested, 0.064% active. AID 624291, 2012. Potency, µM (titrated, usually from 38.3 µM), for inactives: top-dose activation, hits mostly activators. alpha7betagal myoblasts, beta-gal FDG fluorescence, 48 h;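 further: potency means the concentration at half of the fitted maximal effect; 100% = response of the positive control SU9516; nearly all actives have a fitted effect of over 60% in size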
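Alpha7betagal+/- myoblasts (passage 13) were plated 16-24 hr, then exposed to compounds (1:260 dilution of DMSO stock) for 48 hours at 37C. After MPER lysis, β-galactosidase reporter activity was read as FDG fluorescence (ex 480/em 540) after 30 minutes.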
MBNL1 CUG block = qHTS Assay for Inhibitors of MBNL1-poly(CUG) RNA binding. Muscleblind-like protein 1 (Homo sapiens), Q9NR56. TR-FRET MBNL1-His/biotin-(CUG)12 binding, 665/545 ratio. Potency, µM (series often up to 57.5 µM), without a hit: top-dose activity change, negative = inhibition, hits mostly inhibitors. 280,000 tested, 0.036% active. AID 2675, 2010; active means well fitted inhibition curve with a large enough effect in the signal ratio, with a control signal flat, not every such curve was filed as active; inconclusive means small, poorly fitted or top-dose-only effect, or effect the other way, or a change in a side signal; inactive means no such curve, though single readings can be large or run the other way; the % refers to the signal ratio; further: potency means the concentration at half of the fitted maximal effect; on the % scale 0 is the no-effect control and ±100 the full control effect
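Compound titration spanned 92 nM–58 uM against the MBNL1-His/biotin-(CUG)12 complex. After 60 min at room temperature with 5 nM streptavidin-XL665 and 0.055 ng/ul terbium anti-His, ratiometric 665/545 nm emission (Ex 340 nm) normalized to controls.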
Menin-MLL TR inh = qHTS Assay for Inhibitors Targeting the Menin-MLL Interaction in MLL Related Leukemias: Competition With Texas Red Labeled MLL-derived Mutant Peptide | O00255 | Menin + Texas Red MLL mutant peptide, fluorescence polarization | Potency, µM (titrated, usually from 61.6 µM), inactives show at the highest dose FP activity change, negative = inhibition, hits mostly inhibitors | 270,000 tested, 0.23% active | AID 1768, 2009; active means well fitted inhibition curve with a large enough effect in the polarisation, with a control signal flat, not every such curve was filed as active; inconclusive means small, poorly fitted or top-dose-only effect, or effect the other way, or a change in a side signal; inactive means no such curve, though single readings can be large or run the other way; the % refers to the polarisation; further: potency means the concentration at half of the fitted maximal effect; % of control where 0% means no effect; many of its hits are not listed in these tables
CXXC DNA block = qHTS Fluorescence Polarization Assay for Inhibitors of MLL CXXC domain - DNA interaction. 290,000 tested, 0.037% active. Histone-lysine N-methyltransferase 2A (Homo sapiens), Q03164. MLL-CXXC / FITC-HOXA9 DNA fluorescence polarization. Potency, µM (highest dose often 115 µM), without a hit: top-dose activity change, negative = inhibition, most hits filed as inhibitors; active means well fitted inhibition curve with a large enough effect in the polarisation, with a control signal flat, not every such curve was filed as active; inconclusive means small, poorly fitted or top-dose-only effect, or effect the other way, or a change in a side signal; inactive means no such curve, though single readings can be large or run the other way; the % refers to the polarisation; further: potency means the concentration at half of the fitted maximal effect
Target sequence (Q03164 whole entry, looked up, the tested form may be a part): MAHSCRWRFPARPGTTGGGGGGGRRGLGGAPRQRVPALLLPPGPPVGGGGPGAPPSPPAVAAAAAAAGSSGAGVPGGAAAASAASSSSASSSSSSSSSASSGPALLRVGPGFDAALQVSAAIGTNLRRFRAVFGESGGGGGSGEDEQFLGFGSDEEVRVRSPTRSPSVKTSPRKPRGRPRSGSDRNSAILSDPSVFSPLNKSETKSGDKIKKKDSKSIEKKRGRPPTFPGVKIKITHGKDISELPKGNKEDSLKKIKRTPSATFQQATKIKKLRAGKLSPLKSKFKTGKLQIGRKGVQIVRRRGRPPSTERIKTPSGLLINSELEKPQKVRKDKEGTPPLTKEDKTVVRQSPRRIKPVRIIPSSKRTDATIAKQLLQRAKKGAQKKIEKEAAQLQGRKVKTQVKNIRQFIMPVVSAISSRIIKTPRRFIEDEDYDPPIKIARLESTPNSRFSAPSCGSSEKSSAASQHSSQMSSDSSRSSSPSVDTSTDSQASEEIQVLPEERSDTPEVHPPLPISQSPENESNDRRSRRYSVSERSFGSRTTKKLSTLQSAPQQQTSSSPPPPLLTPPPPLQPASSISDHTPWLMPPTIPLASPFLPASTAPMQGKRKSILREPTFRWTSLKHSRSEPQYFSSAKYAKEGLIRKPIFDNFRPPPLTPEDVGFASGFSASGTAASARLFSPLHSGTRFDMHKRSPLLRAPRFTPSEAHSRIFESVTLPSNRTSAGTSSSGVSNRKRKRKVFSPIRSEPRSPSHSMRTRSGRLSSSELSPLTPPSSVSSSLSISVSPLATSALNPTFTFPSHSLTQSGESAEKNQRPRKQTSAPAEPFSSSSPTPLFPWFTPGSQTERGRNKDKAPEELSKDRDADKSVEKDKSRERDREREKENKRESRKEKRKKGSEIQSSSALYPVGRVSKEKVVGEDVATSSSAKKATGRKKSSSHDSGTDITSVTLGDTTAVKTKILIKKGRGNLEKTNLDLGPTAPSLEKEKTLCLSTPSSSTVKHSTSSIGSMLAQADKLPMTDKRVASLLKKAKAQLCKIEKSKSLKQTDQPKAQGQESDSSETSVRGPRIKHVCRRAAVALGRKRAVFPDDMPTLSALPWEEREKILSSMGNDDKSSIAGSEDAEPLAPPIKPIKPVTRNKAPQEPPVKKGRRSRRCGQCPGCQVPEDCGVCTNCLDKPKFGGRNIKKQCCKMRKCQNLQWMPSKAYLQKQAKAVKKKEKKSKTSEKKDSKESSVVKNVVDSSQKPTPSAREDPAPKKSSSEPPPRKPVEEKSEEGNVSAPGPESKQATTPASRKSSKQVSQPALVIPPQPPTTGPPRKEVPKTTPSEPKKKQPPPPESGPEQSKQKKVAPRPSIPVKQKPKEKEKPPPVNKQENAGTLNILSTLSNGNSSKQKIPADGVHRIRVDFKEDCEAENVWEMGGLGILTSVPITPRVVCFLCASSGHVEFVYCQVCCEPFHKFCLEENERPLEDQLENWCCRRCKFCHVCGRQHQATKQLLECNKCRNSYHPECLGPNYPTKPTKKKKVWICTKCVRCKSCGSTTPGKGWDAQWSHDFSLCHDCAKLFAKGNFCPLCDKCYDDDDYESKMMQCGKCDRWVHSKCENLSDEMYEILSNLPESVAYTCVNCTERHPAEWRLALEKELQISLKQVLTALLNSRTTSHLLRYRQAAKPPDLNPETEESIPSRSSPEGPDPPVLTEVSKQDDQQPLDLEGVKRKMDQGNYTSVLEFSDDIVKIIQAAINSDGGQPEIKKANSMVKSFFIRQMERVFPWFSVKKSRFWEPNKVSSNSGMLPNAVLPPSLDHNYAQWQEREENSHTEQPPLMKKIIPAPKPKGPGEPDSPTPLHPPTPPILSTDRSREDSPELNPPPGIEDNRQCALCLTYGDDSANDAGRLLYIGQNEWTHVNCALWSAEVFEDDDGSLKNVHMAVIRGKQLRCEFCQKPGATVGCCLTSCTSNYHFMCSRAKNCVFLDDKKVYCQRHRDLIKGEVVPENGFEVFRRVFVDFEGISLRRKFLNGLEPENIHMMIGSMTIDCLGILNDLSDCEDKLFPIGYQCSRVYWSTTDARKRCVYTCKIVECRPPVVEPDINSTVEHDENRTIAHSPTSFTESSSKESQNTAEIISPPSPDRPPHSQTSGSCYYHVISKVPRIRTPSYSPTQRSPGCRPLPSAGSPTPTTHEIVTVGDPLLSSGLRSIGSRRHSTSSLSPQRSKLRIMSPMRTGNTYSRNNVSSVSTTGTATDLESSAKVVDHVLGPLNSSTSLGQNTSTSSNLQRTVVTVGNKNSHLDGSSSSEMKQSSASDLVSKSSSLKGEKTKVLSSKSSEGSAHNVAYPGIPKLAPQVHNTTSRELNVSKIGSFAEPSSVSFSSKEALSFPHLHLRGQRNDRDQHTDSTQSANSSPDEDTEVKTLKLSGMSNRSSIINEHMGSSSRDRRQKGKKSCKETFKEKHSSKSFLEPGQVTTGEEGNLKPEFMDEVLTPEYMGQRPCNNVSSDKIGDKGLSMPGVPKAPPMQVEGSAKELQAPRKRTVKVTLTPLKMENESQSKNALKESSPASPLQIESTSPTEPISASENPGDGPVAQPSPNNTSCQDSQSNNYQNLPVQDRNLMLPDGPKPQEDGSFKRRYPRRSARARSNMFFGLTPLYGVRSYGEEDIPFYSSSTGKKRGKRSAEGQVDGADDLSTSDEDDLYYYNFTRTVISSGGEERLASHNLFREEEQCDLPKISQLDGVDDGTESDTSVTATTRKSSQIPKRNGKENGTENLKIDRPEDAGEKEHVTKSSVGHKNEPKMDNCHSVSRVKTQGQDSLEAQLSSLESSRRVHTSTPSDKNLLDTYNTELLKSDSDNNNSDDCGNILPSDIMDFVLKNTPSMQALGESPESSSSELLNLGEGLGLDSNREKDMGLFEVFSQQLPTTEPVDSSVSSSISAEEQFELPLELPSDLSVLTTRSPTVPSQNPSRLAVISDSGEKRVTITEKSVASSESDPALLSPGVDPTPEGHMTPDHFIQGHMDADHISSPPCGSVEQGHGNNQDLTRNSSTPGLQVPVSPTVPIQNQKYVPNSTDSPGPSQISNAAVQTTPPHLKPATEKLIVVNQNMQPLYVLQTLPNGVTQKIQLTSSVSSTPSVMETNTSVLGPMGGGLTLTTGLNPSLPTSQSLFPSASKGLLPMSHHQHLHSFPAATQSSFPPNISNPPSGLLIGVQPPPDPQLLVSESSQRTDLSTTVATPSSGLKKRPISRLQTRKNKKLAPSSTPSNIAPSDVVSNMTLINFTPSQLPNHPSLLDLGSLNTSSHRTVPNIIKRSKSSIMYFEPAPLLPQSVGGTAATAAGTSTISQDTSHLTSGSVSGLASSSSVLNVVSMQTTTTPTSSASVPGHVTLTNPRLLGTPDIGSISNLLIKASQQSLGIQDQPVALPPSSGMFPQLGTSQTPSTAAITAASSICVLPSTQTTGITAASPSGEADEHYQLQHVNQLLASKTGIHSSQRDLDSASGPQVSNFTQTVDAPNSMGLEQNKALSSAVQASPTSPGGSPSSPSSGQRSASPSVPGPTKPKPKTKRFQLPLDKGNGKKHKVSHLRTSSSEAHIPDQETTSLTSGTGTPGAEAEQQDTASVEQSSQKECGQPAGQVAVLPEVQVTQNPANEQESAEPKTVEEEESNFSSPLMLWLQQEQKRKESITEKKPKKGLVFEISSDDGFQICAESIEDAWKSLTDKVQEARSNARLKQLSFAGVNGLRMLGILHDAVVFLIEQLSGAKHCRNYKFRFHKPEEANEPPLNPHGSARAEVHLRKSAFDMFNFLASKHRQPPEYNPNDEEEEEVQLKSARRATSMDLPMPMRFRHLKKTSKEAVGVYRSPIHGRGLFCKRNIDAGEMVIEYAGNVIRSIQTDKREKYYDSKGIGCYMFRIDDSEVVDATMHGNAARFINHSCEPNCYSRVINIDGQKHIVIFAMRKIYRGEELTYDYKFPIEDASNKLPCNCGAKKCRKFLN
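Fluorescence polarization: 7 uM MLL-CXXC (stock) preincubated 5 min with compounds, then 50 nM fluorescein-HOX-A9 DNA (stock) added; 30 min ambient. Buffer 50 mM Tris-HCl pH 7.5, 50 mM NaCl, 1 mM DTT, 0.05% BSA.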
S-ASM inh = Inhibitors of Secretory Acid Sphingomyelinase (S-ASM): qHTS; Sphingomyelin phosphodiesterase (Homo sapiens), P17405; placental ASM, HMU-PC fluorogenic substrate, 60 min; Potency, µM (series often up to 57.5 µM), without a hit: at the top dose activity change, negative = inhibition, hits mostly inhibitors; 340,000 tested, 0.006% active; AID 504937, 2011; further: potency means the concentration at half of the fitted maximal effect
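Human placenta-derived ASM enzyme was preincubated with compound for 10 minutes at room temperature, then given fluorogenic substrate HMU-PC0 (9 uM final) for 60 minutes at 37 °C; a pH 10 stop preceded fluorescence reading at Ex 386/Em 447 nm.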
TSHR antagonist = Antagonists of the Thyroid Stimulating Hormone Receptor: HTS campaign. activity change, negative = inhibition, % at 11.5 µM. 330,000 tested, 0.2% active. Thyrotropin receptor (Homo sapiens), P16473. TSHR-expressing cells, TSH-stimulated cAMP HTRF, 2 h; hits give low values. AID 504810, 2011;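 active means activity change below a set negative limit, meaning inhibition stronger than a set level, cut at about -70% in these data; inconclusive means activity change between two set negative limits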; further: on the % scale 0 is the no-effect control and ±100 the full control effect
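Competitive HTRF cAMP read-out (cryptate anti-cAMP antibody, cAMP-d2; 30 min, room temperature) in freshly harvested TSHR cells. Compounds added before TSH at EC80 (4nM final), followed by 2 hours' incubation at 37 deg C.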
Mito fusion yeast = qHTS Assay for Small Molecule Inhibitors of Mitochondrial Division or Activators of Mitochondrial Fusion. S. cerevisiae fusion-defective mutant growth rescue, CellTiterGlo 48 h. Potency, µM (doses to about 46.1 µM), for the others: at the top dose growth rescue (activation), most hits filed as activators. 320,000 tested, 0.23% active. AID 485298, 2010;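 further: potency means the concentration at half of the fitted maximal effect; % of control where 0% means no effect; nearly all actives have a fitted effect of over 45% in size; temperature-sensitive fusion mutants such as fzo1-1 at 37 °C on non-fermentable ethanol glycerol medium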
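Yeast fusion mutant, YPEG (non-fermentable carbon), compound, 48 h at 37C non-permissive; CellTiterGlo added, 10 min RT, luminescence read. Rescued growth = division inhibition.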
An asterisk follows results filed as active; ? = inconclusive; · = no result given; & = joins results of further samples; [ ] = remark or other dose. Unless noted, the call rests on the fitted dose curve; in most records, active means well fitted curve in the direction sought with a large enough effect; inconclusive means small, poorly fitted or top-dose-only effect, or another doubt; inactive means no such curve, though single readings can be large; an effect the other way counts as inactive or inconclusive.

SMILES	AT treatment	TCR activator	PTAP TSG101 blk	a7 integrin act	MBNL1 CUG block	Menin-MLL TR inh	CXXC DNA block	S-ASM inh	TSHR antagonist	Mito fusion yeast
CCn1nnc(NC(=O)c2ccc([N+](=O)[O-])o2)n1	13%	2%	-1%	-53%[inhibitor]	?	8%	31%[activator]	5%	-3	-4%
Cc1ccc(C(=O)C[n+]2cc(-c3ccccc3)n3c2CCCCC3)cc1	4%&1%	10%[46.1 µM]	-7%&-9%	-38%&-54%	-14%&-6%	?	1%&11%	0%&1%	9&7	0%&-1%
CC(C)c1onc(C(=O)N2C(C)CCCC2C)c1[N+](=O)[O-] (stereo not drawn)	4%	-2%[46.1 µM]	0%	2%	-5%	3%	7%	4%	10	1%
CC(C(=O)NCc1ccco1)n1cc([N+](=O)[O-])cn1 (stereo not drawn)	-3%	0%	0%	13%	3%	10%	6%	6%	6	-5%
CCOC(=O)c1ccc(-n2c(C)nc3c(cnn3-c3ccc(Cl)cc3)c2=O)cc1	1%	7%	-3%	11%	2%	-8%	9%	0%	-6	-1%
Cc1ccc(N=C2NC(=O)/C(=C\c3ccco3)S2)cc1	-18%	-2%[46.1 µM]	0%	0%	27%	?	9%	-3%	4	21%
CCC(=O)Nc1ccc(C(=O)NNC(=O)C(c2ccccc2)c2ccccc2)cc1	·	3%[46.1 µM]	1%	-19%	·	-27%	5%	0%	-6	-2%
Cc1ccc(NC(=O)C2CCN(S(=O)(=O)c3ccc4c(c3)NC(=O)C(C)S4)CC2)cc1Cl (stereo not drawn)	-13%	-12%	-4%	-11%	5%	·	44%[activator]	0%	?	-2%
O=C(NCc1ccccc1F)c1cc(=O)[nH]c2ccccc12	4%	-3%	-8%	9%	6%	10%	2%	1%	16	1%
COc1ccc([N+](=O)[O-])cc1NC(=O)C(C)N1CCN(C(=O)c2ccco2)CC1 (stereo not drawn)	3%	-5%	1%	0%	-1%	-14%	-4%	-1%	11	17%
CSC1=NCCN1C(=O)c1ccc(C)cc1	-2%	·	0%	20%	-4%	3%	13%	-2%	-8	4%
Nc1nc(N2CCOCC2)nc2ccccc12	4%	1%	0%	4%	1%	-9%	3%	115%[activator]	-2	-1%
CCOCCCn1c(=S)[nH]c2cc3c(cc2c1=O)OCO3	-3%	1%	1%	18%	0%	5%	6%	-1%	-6	-1%
O=C(NNC(=O)c1ccccc1O)c1ccc(Cl)c(S(=O)(=O)N2CCc3ccccc32)c1	-19%	3%	-2%	-40%[inhibitor]	·	·	·	-14%	·	7%
O=C(/C=C/c1ccccc1)N/C(=C/c1ccccc1)C(=O)N1CCCCC1	0%	3%	-10%	3%	11%	-5%	-1%	0%	-11	-2%
CC(Sc1ncc(C#N)c(N)n1)C(=O)Nc1ccccc1 (stereo not drawn)	5%	-1%	-8%	-7%	40µM*	27%	-1%	1%	1	4%
Cn1c(SCC(=O)NC(=O)NCc2ccco2)nnc1-c1ccccc1	-8%	11%	-1%	?	-7%	?	21%	-1%	-1	0%
Cc1ccc(N(C(=O)CNC(=O)c2ccco2)C(C(=O)NC2CCCCC2)c2cccnc2)cc1F (stereo not drawn)	4%	-9%	0%	-12%	-2%	1%	10%	3%	5	-4%
O=C(NN1C(=O)NC2(CCCCC2)C1=O)c1cccs1	0%	10%	0%	20%	·	·	·	0%	1	·
CC(C)(C)OC(=O)C[C@@H]1C/C=C\C[C@H](CC(=O)N[C@H](CO)Cc2ccccc2)C(=O)N[C@@H](Cc2c[nH]c3ccccc23)COC1=O	3%	6%	4%	10%	·	·	·	-19%	-20	·
CCOC(=O)c1c(S(=O)(=O)NCc2ccc(C)o2)c(C)n(C)c1C	-3%	-2%	-1%	?	0%	-19%	0%	2%	6	-1%
COc1ccc(C(=O)CSc2nnc(-c3ccco3)n2C)cc1	8%	0%	-6%	-15%	-15%	-9%	1%	2%	1	4%
Cc1cccc([N+](=O)[O-])c1NC(=O)CSc1nnc2ccccn12	-2%	-1%	-1%	?	·	·	·	27%	0	-1%
COC(=O)CSc1nnc(CNC(=O)c2ccc(OC)cc2OC)n1C	-3%	·	·	-5%	-9%	0%	0%	-4%	7	0%
O=C1[C@H](Cc2ccccc2)NCCCC[C@H](c2ccco2)N1Cc1ccccc1	·	-1%	-4%	1%	·	·	·	-1%	·	·
O=C(NC(Cc1c[nH]c2ccccc12)c1nnc2n1CCCCC2)c1ccccc1Cl (stereo not drawn)	27%	1%	-5%	0%	-5%	?	5%	2%	15	-1%
CCC(C)(C)NC(=O)C(c1ccncc1)N(Cc1ccc(C)cc1)C(=O)c1csnn1 (stereo not drawn)	2%	1%[46.1 µM]	-3%	12%	8%	-12%	-23%	4%	-5	1%
O=C(Cc1ccccc1)N/N=C/c1cc(Br)c(Br)o1	14%	5%	-13%	11%[7.66 µM]	28%	27%	-4%	-11%	-7	-3%
O=C(c1cnn(C(=O)c2ccco2)c1)c1ccccc1O	8%	·	-5%	3%	·	·	·	0%	-2	·
Cc1cc(C)cc(N(CC(=O)NCc2ccco2)S(=O)(=O)c2c(C)noc2C)c1	10%	-3%	-5%	0%	4%	4%[11.7 µM]	0%	0%	-2	2%
CCCOc1ccc(NC(=O)CC2C(=O)N(CC)C(=S)N2CCNC(C)=O)cc1 (stereo not drawn)	20%	3%	0%	-3%	-28%	1%	0%	·	3	-4%
Cc1c(N=Cc2ccco2)c(=O)n(-c2ccccc2)n1C	-6%	-1%	-5%	4%	5%	-6%	2%	3%	0	-6%
CC(=O)Nc1nnc(-c2c(-c3c(Cl)cccc3Cl)noc2C)o1	-2%	3%	-2%	-19%	·	·	-12%	-2%	-12	-9%
CCCC(C)c1nnc(NC(=O)C(=O)OCC)s1 (stereo not drawn)	-1%	-2%	0%	5%	-2%	-10%	3%	3%	7	-1%
CCOC(=O)C1CCCN(c2cc(=O)n(-c3ccccc3Cl)c(=O)[nH]2)C1 (stereo not drawn)	-4%	-2%	-2%	-11%	?	7%	-2%	3%	0	-2%
Cc1ccc(S(C)(=O)=NC(=O)c2cc(C)on2)cc1 (stereo not drawn)	-3%	0%	1%	17%	3%	·	0%	7%	15	-1%
O=C(CSc1ccc(Cl)cc1Cl)N1CCC(c2nc3ccccc3s2)CC1	7%	9%	-2%	-28%	4%	10%	2%	-17%	-33	7%

In a second layout: entries from further up
SMILES | AT treatment | TCR activator | PTAP TSG101 blk | a7 integrin act | MBNL1 CUG block | Menin-MLL TR inh | CXXC DNA block | S-ASM inh | TSHR antagonist | Mito fusion yeast
CCCOc1ccc(NC(=O)CC2C(=O)N(CC)C(=S)N2CCNC(C)=O)cc1 (stereo not drawn) | 20% | 3% | 0% | -3% | -28% | 1% | 0% | · | 3 | -4%
Cc1c(N=Cc2ccco2)c(=O)n(-c2ccccc2)n1C | -6% | -1% | -5% | 4% | 5% | -6% | 2% | 3% | 0 | -6%
CC(=O)Nc1nnc(-c2c(-c3c(Cl)cccc3Cl)noc2C)o1 | -2% | 3% | -2% | -19% | · | · | -12% | -2% | -12 | -9%
CCCC(C)c1nnc(NC(=O)C(=O)OCC)s1 (stereo not drawn) | -1% | -2% | 0% | 5% | -2% | -10% | 3% | 3% | 7 | -1%

Only part of the results is shown; count on the stated rates, not on these rows.
